yeast rad50 = NCI yeast anticancer drug screen, S. cerevisiae rad50 strain | % growth inhibition at 50 µM | 79,000 compounds, 10% hits;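 further: 0% = growth of vehicle-only cultures of the same strain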
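DNA repair mutant yeast, compound exposure, growth read-out; inhibition is taken relative to vehicle.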
yeast sgs1 mgt1 = NCI yeast anticancer drug screen, S. cerevisiae sgs1 mgt1 strain; % growth inhibition at 50 µM; 78,000 compounds, 10% hits;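 further: 0% = growth of vehicle-only cultures of the same strain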
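Read-out: growth inhibition vs vehicle controls. Cells: mutant yeast strain deficient in DNA damage repair.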
yeast bub3 = NCI yeast anticancer drug screen, S. cerevisiae bub3 mutant strain. growth inhibition, % at 50 µM. 78,000 compounds, 9.9% hits. AID 167;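 further: 0% = growth of vehicle-only cultures of the same strain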
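Screening used yeast with an engineered genetic alteration affecting cell cycle control. Compound-exposed cultures were compared with vehicle cultures, and reduced growth was taken as inhibition.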
yeast mec2-1 = NCI yeast anticancer drug screen, S. cerevisiae mec2-1 strain; % growth inhibition at 50 µM; 79,000 compounds, 9% hits;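 further: 0% = growth of vehicle-only cultures of the same strain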
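mec2-1 yeast strain, carrying an alteration in DNA damage repair or cell cycle control, was exposed to compounds; growth inhibition was measured relative to vehicle-treated controls.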
mlh1 rad18 = NCI yeast anticancer drug screen, S. cerevisiae mlh1 rad18 strain; growth inhibition, % at 50 µM; 79,000 compounds, 11% hits;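 further: 0% = growth of vehicle-only cultures of the same strain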
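Inhibition values reflect reduced growth of mutant yeast versus vehicle-treated controls following compound exposure; the mutations affect DNA damage repair.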
cln2 rad14 = NCI yeast anticancer drug screen, S. cerevisiae cln2 rad14 strain; % growth inhibition at 50 µM; AID 165; 78,000 compounds, 8.3% hits;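 further: 0% = growth of vehicle-only cultures of the same strain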
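Test compounds were added to cln2 rad14 yeast cultures; inhibition of growth was then determined by comparison with vehicle treatment.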
Numbers without * were called inactive. No stated cut-off is given here; in the data, active means growth inhibition above about 70%; inactive means the rest.

SMILES	yeast rad50	yeast sgs1 mgt1	yeast bub3	yeast mec2-1	mlh1 rad18	cln2 rad14
C=CN1C(=O)[C@H](Oc2ccccc2)[C@@H]1c1ccccc1	7.3	-27.1	-22.4	-19.4	-8.0	-12.2
CNC(=O)NCCCC(NC(C)=O)C(=O)NCc1ccccc1 (centres undefined)	-19.0	-16.2	-12.5	-16.7	4.7	6.4
O=S(=O)(Oc1ccc(Br)cc1)c1ccccc1	24.1	46.3	40.6	41.9	61.6	-75.9
COC(=O)C1Cc2ccc(O)c(O)c2CN1 (centres undefined)	0.4	-16.3	-8.7	-16.3	3.0	8.2
C=CCNC(=O)C=C	0.5	-2.7	9.9	-4.4	0.0	-14.4
Cc1cc(N(CCC#N)CCC#N)ccc1/C=C/C(=O)Nc1cccc(Cl)c1	8.9	3.5	27.4	4.6	7.7	13.2
COc1ccc(/C=C2/SC(=Nc3ccccc3)N(NC(=O)Cc3ccccc3)C2=O)c(OC)c1	-17.9	7.5	-1.9	-19.3	1.9	-12.8
CCOC(=O)/C(=C\c1ccc(C#N)cc1)C(C)=O	88.8*	92.0*	81.2*	81.3*	90.0*	38.2
O=C(O)/C(=C/c1ccccc1)c1ccccc1	-9.3	-30.3	-33.5	-45.0	26.8	-23.1
O=C1C=CC(O)=CC1=P(c1ccccc1)(c1ccccc1)c1ccccc1	48.1	47.5	25.9	-8.6	34.5	7.4
COC(=O)N1C(c2ccccc2)C=CC(c2ccccc2)N1C(=O)OC (centres undefined)	12.7	10.2	17.0	11.2	18.2	4.3
COC(=O)CCCC(=O)C(=Nc1c(Cl)cccc1Cl)NNc1ccc(Cl)cc1	-7.8	3.4	-0.2	-16.2	-23.3	-12.1
CC(=O)O/C(C)=C/C(C)C	2.6	9.0	2.1	-5.3	-8.9	-3.1
COC1=C(OC)C(=O)C2=C(OCO2)C1=O	-1.1	4.2	16.5	16.2	-1.1	-1.4
O=C(Nc1ccccc1Cl)c1ccc(Cl)cc1Cl	2.0	68.3	-7.0	16.2	2.4	-5.3
CCOC(=O)C1(Cc2ccc3c(c2)CCC3)Cc2cc3c(cc2C1=O)CCC3 (centres undefined)	-11.1	-17.9	14.2	-28.1	-2.5	19.1
CC(=O)O[C@]1(C(C)=O)CC[C@H]2[C@@H]3C[C@H](C)C4=CC(=O)C=C[C@]4(C)[C@@]3(F)[C@@H](O)C[C@@]21C	3.2	-10.9	-16.9	-35.4	20.8	-15.4
O=c1cc(-c2c(O)cc(O)cc2O)oc2cc(O)cc(O)c12	4.0	-6.2	12.2	1.6	4.3	4.5
CCCCN=C(N)C(N)=NCCCC	-13.8	-5.7	0.5	-4.7	-18.7	-28.3
OC1CSc2nc3ccccc3n2C1 (centres undefined)	17.6	12.3	20.8	9.2	38.9	9.7
O=C(OCc1ccccc1)c1ccccc1C(=O)OCc1ccccc1	52.9	19.4	56.6	10.4	41.1	-30.6
COc1ccc(C2OC(=O)CN2C(=O)c2ccccc2)cc1 (centres undefined)	-9.5	6.6	18.1	-8.3	18.9	24.9
COC12C=CC(CC1)C(C)(C)C2=O (centres undefined)	8.8	-3.9	-3.0	-4.7	-0.6	3.2
C1=C(c2ccccc2)CN(c2ccccc2)OC1	58.5	21.2	21.1	2.5	22.7	11.1
O=C1Nc2cc(Br)ccc2C1=O	7.5	2.0	10.4	23.1	15.2	11.8
Cc1ccc(S(=O)(=O)N2/C(=C/c3ccccc3)C(=O)c3ccccc3-c3ccccc32)cc1	9.9	10.0	-13.2	6.4	-10.9	-5.4
CN(C)C=Nc1cc2c(cc1Br)-c1ccccc1C2=O	3.0	4.4	2.0	10.3	-15.7	-0.5
CSc1ccc2c(c1)Cc1cc(NC(C)=O)ccc1-2	8.8	-4.2	-11.8	-9.1	1.1	-12.3
C[Si](C)(c1ccc(C(=O)O)cc1)c1ccc(C(=O)O)cc1	-16.6	-27.5	-46.1	-37.2	0.7	21.4
Cc1ccc2ccccc2c1CC(=O)NN	6.6	-0.6	6.9	-26.8	-8.9	-25.2
CN(CCN(C)C(=O)CCOS(C)(=O)=O)C(=O)CCOS(C)(=O)=O	-4.0	-18.4	-25.6	-3.0	-51.5	0.0
CC(C)CC(=O)OC1CCCCC1C1CCCCC1 (centres undefined)	-2.1	12.3	13.4	-6.3	-4.0	7.2
CCOc1c(N=Nc2ccc([N+](=O)[O-])cc2)c(C)nn1C(=S)SC	-2.4	-8.2	-6.0	1.1	18.6	14.7
CC(=O)NCCc1ccc(OCc2ccccc2)cc1	-7.2	3.7	-19.4	2.2	-1.4	-51.5
O=S(=O)(O)c1cc(N=Nc2cc(S(=O)(=O)O)c3cccnc3c2O)ccc1/C=C/c1ccc(N=Nc2cc(S(=O)(=O)O)c3cccnc3c2O)cc1S(=O)(=O)O.[Cu+2].[Na+]	18.5	34.6	-11.2	18.2	9.2	25.0
O=CNc1ccc(S(=O)(=O)c2ccc(NC=O)cc2)cc1	4.0	4.8	9.9	-35.7	-18.1	26.6
CCCCCC(=O)N1CCCCC1CC (centres undefined)	-8.6	-19.6	-25.6	7.2	-28.1	-10.1
c1ccc(-c2nc3ncncc3[nH]2)cc1	7.0	-7.7	-3.5	-10.3	-5.6	-13.8
CNCc1ccc([N+](=O)[O-])cc1	5.8	0.8	3.7	2.4	-2.5	-15.9
Cc1ccc(NC(=O)OCCSc2ccc(Cl)cc2)c([N+](=O)[O-])c1	23.1	22.4	22.7	14.5	24.9	20.1

Nothing new here: an excerpt of the list.
SMILES	yeast rad50	yeast sgs1 mgt1	yeast bub3	yeast mec2-1	mlh1 rad18	cln2 rad14
O=C(OCc1ccccc1)c1ccccc1C(=O)OCc1ccccc1	52.9	19.4	56.6	10.4	41.1	-30.6
COc1ccc(C2OC(=O)CN2C(=O)c2ccccc2)cc1 (centres undefined)	-9.5	6.6	18.1	-8.3	18.9	24.9
COC12C=CC(CC1)C(C)(C)C2=O (centres undefined)	8.8	-3.9	-3.0	-4.7	-0.6	3.2
C1=C(c2ccccc2)CN(c2ccccc2)OC1	58.5	21.2	21.1	2.5	22.7	11.1
O=C1Nc2cc(Br)ccc2C1=O	7.5	2.0	10.4	23.1	15.2	11.8
Cc1ccc(S(=O)(=O)N2/C(=C/c3ccccc3)C(=O)c3ccccc3-c3ccccc32)cc1	9.9	10.0	-13.2	6.4	-10.9	-5.4
CN(C)C=Nc1cc2c(cc1Br)-c1ccccc1C2=O	3.0	4.4	2.0	10.3	-15.7	-0.5
CSc1ccc2c(c1)Cc1cc(NC(C)=O)ccc1-2	8.8	-4.2	-11.8	-9.1	1.1	-12.3
C[Si](C)(c1ccc(C(=O)O)cc1)c1ccc(C(=O)O)cc1	-16.6	-27.5	-46.1	-37.2	0.7	21.4
Cc1ccc2ccccc2c1CC(=O)NN	6.6	-0.6	6.9	-26.8	-8.9	-25.2
CN(CCN(C)C(=O)CCOS(C)(=O)=O)C(=O)CCOS(C)(=O)=O	-4.0	-18.4	-25.6	-3.0	-51.5	0.0
CC(C)CC(=O)OC1CCCCC1C1CCCCC1 (centres undefined)	-2.1	12.3	13.4	-6.3	-4.0	7.2
CCOc1c(N=Nc2ccc([N+](=O)[O-])cc2)c(C)nn1C(=S)SC	-2.4	-8.2	-6.0	1.1	18.6	14.7
CC(=O)NCCc1ccc(OCc2ccccc2)cc1	-7.2	3.7	-19.4	2.2	-1.4	-51.5

Going on with the list.
SMILES	yeast rad50	yeast sgs1 mgt1	yeast bub3	yeast mec2-1	mlh1 rad18	cln2 rad14
C1=Nc2ccccc2/C1=C/C=C/c1ccccc1	24.6	28.3	41.5	31.6	21.8	10.2
O=C1c2cc([N+](=O)[O-])ccc2-c2ccc3c4ccc5c6c(ccc(c7ccc1c2c73)c64)C(=O)c1cc([N+](=O)[O-])ccc1-5	14.0	-3.1	-35.2	-10.6	26.1	21.4
CCCc1cc2c(cc1CN(C#N)Cc1cc3c(cc1CCC)OCO3)OCO2	95.3*	93.2*	97.0*	96.3*	95.0*	95.8*
COc1ccc(CN2COc3c(ccc4ccccc34)C2)cc1	36.1	31.1	12.6	22.9	30.9	17.4
CC(=O)CC(=O)Nc1ccc(NC(=O)CC(C)=O)cc1	-13.5	-21.1	-23.5	-30.9	-15.9	-0.6
CCC(C(C)O)[N+](=O)[O-] (centres undefined)	32.8	10.0	7.2	-1.1	7.8	4.2
CCc1[nH]c2ccccc2c1N1C(=O)CC2(CCN(Cc3ccccc3)CC2)CC1=O	32.1	32.4	35.5	6.2	19.7	3.7
COc1cc(N=Nc2c(O)n(C)c(=O)n(C)c2=O)c(OC)cc1Cl	1.9	1.1	26.7	-15.4	4.2	46.4
CCC(CCC(C)C)(SCC(N)=O)C(N)=O (centres undefined)	-5.8	-5.2	-14.1	-3.5	-10.1	-19.4
COC(=O)C1(O)C(=O)NC2=C1C(=O)c1ccccc1C2=O (centres undefined)	9.8	8.1	28.9	5.8	13.8	-8.7
CN(C)c1ccc(/C=N/NC(=O)C2CCCO2)c(Cl)c1 (centres undefined)	-3.2	31.2	18.2	40.6	21.4	-18.9
O=C(COC(=O)c1ccccc1)c1ccccc1	-1.1	6.1	-2.5	16.1	-0.9	-15.6
NC(=O)c1cc[cH-]c1.[Fe+2].c1cc[cH-]c1	-10.1	-4.8	5.3	9.0	12.9	-2.0
COc1ccccc1P(=O)(CCP(=O)(c1ccccc1)c1ccccc1OC)c1ccccc1 (centres undefined)	2.1	13.3	-1.8	15.5	9.5	13.5
CC(=O)OC1COC(OCc2ccccc2)C(OC(C)=O)C1OC(C)=O (centres undefined)	-20.6	-16.1	-30.4	-4.3	11.1	-25.8
Cc1cc2c(c(C(=O)NCC(=O)N[C@@H](C)C(=O)OCc3ccccc3)c1)Oc1c(cc(C)cc1C(=O)NCC(=O)N[C@@H](C)C(=O)OCc1ccccc1)S2	26.4	23.8	19.6	16.8	33.2	33.0
N#CC(=C1C=CC(=NO)C=C1)c1cccc2ccccc12	93.2*	93.1*	96.2*	95.5*	87.8*	90.2*
CC(=O)N1CCCC2CCc3c([nH]c4ccccc34)C21 (centres undefined)	4.7	10.4	7.2	8.2	-1.6	10.6
CCOC(=O)c1ccc(NCc2ccc3oc(=O)c(-c4ccccc4)nc3c2)cc1	-14.7	-12.8	-17.7	-16.6	-17.4	22.2
N/N=c1/nc2n(c3ncccc13)C=CNN2	-13.3	-17.4	-14.7	12.2	-14.8	-5.4
COC(=O)c1cc(CN(C)C)c(O)c(CN(C)C)c1	-20.3	-34.0	2.0	-10.8	-29.0	-3.7
FC(F)(F)C1(C(F)(F)F)O[P+]2(OC(C(F)(F)F)(C(F)(F)F)c3ccccc32)c2ccccc21	8.2	-9.4	-1.8	10.7	-2.9	-1.1
O=C(NC1CCN(Cc2ccccc2)CC1)c1ccc(I)cc1	68.0	74.6*	74.3*	49.7	76.8*	77.2*
Cc1ccc(N=N/C(=N\Nc2ccc(C)cc2)[N+](=O)[O-])cc1	11.3	1.9	-6.0	3.9	-6.5	-12.8
COc1ccc2nc(NC(=O)/C(C#N)=C/c3ccccc3)sc2c1	5.9	44.6	-8.9	-24.9	-5.7	-3.3
CC(=O)Nc1cc2c(cc1C=O)OCO2	19.6	-0.6	-2.5	9.7	11.3	-32.3
CC(C)=CC(=O)O	3.2	-9.3	2.1	-3.3	7.9	20.3
NC(CCCNCc1ccccc1O)C(=O)O (centres undefined)	-0.3	-6.8	-2.5	-0.1	16.6	-0.1
CC(=O)NCCc1[nH]cnc1N=Nc1c(Cl)cc(Cl)cc1Cl	1.4	13.6	33.0	21.1	16.1	0.8
CCCCCCCCCC(=O)N/N=C/c1ccccc1Cl	9.9	29.6	19.3	36.1	30.4	-9.5
NC(=S)NC(N)=S	16.6	22.8	31.3	12.5	37.7	-11.0
CC(C)(O)[C@H](CCO)O[Si](c1ccccc1)(c1ccccc1)C(C)(C)C	98.3*	98.2*	98.5*	92.0*	98.6*	97.5*
Cn1cnc2ccccc2c1=O	-10.1	-8.7	2.5	-11.2	-2.3	-3.1
N=C(N)SCc1cccc(Cl)c1	-20.0	-4.5	-9.4	-14.0	-22.6	-82.1
COc1ccc(NC(=O)/C(=C\N2C(=O)CC(=O)NC2=S)C(C)=O)cc1	-15.1	-30.1	-13.2	-8.8	-0.5	-0.5
O=C(Cc1ccccc1)N/N=C(\C1=Nc2ccc([N+](=O)[O-])cc2NC1O)C(O)c1ccc([N+](=O)[O-])cc1 (centres undefined)	10.0	1.7	20.6	9.6	18.2	18.2

Screening data: PubChem, NCI
